CHT PAM: human CHT allosteric activation. CHT-expressing cells, membrane potential dye, choline EC20; hits give high values; LV-AA mutant CHT in HEK293 cells. Q9GZV3. 310,000 tested, 0.49% active. B-score at 10 µM. AID 488977;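 active means initial fluorescence not abnormally high and integrated response B-score, plate-corrected, over 3 SD above library mean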
Target sequence (Q9GZV3 whole entry, looked up): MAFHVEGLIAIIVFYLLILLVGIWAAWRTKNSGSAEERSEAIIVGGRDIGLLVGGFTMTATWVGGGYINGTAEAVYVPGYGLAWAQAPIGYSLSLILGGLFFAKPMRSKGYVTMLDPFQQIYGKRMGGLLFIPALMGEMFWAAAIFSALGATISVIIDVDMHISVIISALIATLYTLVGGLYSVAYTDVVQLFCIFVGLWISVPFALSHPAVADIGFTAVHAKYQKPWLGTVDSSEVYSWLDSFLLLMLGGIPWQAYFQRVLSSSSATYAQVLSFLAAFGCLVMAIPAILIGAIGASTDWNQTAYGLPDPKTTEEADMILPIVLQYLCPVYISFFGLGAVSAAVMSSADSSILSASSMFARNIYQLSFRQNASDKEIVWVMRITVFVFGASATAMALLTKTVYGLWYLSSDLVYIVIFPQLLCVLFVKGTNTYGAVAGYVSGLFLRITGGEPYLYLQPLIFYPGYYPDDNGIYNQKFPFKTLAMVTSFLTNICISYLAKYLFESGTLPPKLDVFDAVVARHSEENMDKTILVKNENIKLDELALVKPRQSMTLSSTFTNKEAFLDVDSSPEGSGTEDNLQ
CHT inh: inhibitors of human choline transporter CHT; B-score at 10 µM; AID 488975; Q9GZV3; 310,000 tested, 0.86% active; CHT-expressing cells, membrane potential dye, choline response; hits give low values;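 active means B-score over 3 SD under the library average, and starting fluorescence ratio not unusually high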;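 further: choline stimulus applied at its EC90 after an EC20 pre-addition; B-score computed on integrated fluorescence ratio after choline addition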
Calls only; i = inactive.

structure | CHT PAM | CHT inh
CCN(Cc1ccccc1)C(=O)c1oc2ccc(C)cc2c1C | i | i
CN(C)c1ccc(/C=C/C(=O)c2cccc(Br)c2)cc1 | i | i
NC(=O)NCc1ccc(C(=O)OCc2ccncc2)cc1 | i | i
Cc1ccc(NC(=O)COC(=O)C2C3CC4OC(=O)C2C4C3)cc1Cl (centres undefined) | i | i
CC(C)(C)[C@@H]1C=C(C(=O)N2CCN(Cc3ccc4c(c3)OCO4)CC2)O[C@H](OCc2ccc(CO)cc2)C1 | i | i
O=C(NCCc1ccccc1)C1CCCN1C(=O)Nc1cccc(Cl)c1 (centres undefined) | i | i
COc1ccc(-n2ccnc2SCC(=O)NCc2ccc3c(c2)OCO3)cc1 | i | i
O=C(Nc1ccc(Cl)cc1)c1ccncc1 | i | i
O=C(COc1ccc(S(=O)(=O)NC2CCCCC2)cc1)NCCC1=CCCCC1 | i | i
O=C1CCCC(O)=C1N=Nc1cccc(C(=O)O)c1 | i | i
CCOC(=O)N1CCN(S(=O)(=O)c2ccc(C(=O)Nc3nc4ccc(F)cc4s3)cc2)CC1 | i | i
COc1ccc(Cl)cc1N1C(=O)CC(N2CCc3ccccc32)C1=O (centres undefined) | i | i
CCOC(=O)C1CCCN(C2=C(NS(=O)(=O)c3ccc(Br)cc3)C(=O)c3ccccc3C2=O)C1 (centres undefined) | i | i
NS(=O)(=O)c1ccc(N2CCCCCC2)c([N+](=O)[O-])c1 | i | i
Cc1ccccc1C(=O)NNC(=O)c1cc(N)cc([N+](=O)[O-])c1 | i | i
Cc1ccc(C(=O)OCC(=O)Nc2cccc(S(=O)(=O)NC3=NCCCCC3)c2)c(C)c1 | i | i
COc1ccc(OCCSc2nnc(-c3ccccc3)n2N)cc1 | i | i
O=C(C[n+]1cc(-c2ccc(Cl)cc2)n2c1CCC2)Nc1nc(-c2ccccc2)cs1 | i | i
CC(OC(=O)/C=C/c1ccc2ccccc2n1)C(=O)NCc1ccccc1 (centres undefined) | i | i
O=C(/C=C/c1ccc(F)cc1)c1ccc(N2CCOCC2)cc1 | i | i
Cc1nn(C)c(C(=O)Nc2ccn(Cc3c(F)c(F)cc(F)c3F)n2)c1[N+](=O)[O-] | i | i
CN1CCN(C(=O)/C(=C/c2ccccc2F)NC(=O)c2ccccc2)CC1 | i | i
O=C(NCCC1=CCCCC1)c1ccc2c(c1)N(Cc1ccccc1)C(=O)CS2 | i | i
COc1ccc(Nc2nc(CC(C)=O)ns2)cc1OC | i | i
O=[N+]([O-])c1cnc2nc(-c3ccncc3)nn2c1O | i | i
O=C(CN1CCCC1)Nc1cccc(Cl)c1Cl | i | i
Cc1cccc(CNCc2ccccc2)c1 | i | i
O=C(Nc1nncs1)C1c2ccccc2Oc2ccccc21 | i | i
S=c1[nH]nc(-c2cccnc2)n1/N=C/c1ccccc1 | i | i
COc1ccc(N2C(=O)CSC2c2cccc(F)c2)cc1 (centres undefined) | i | i
CCOc1cc(CNCCc2ccc(S(N)(=O)=O)cc2)ccc1OCC(=O)NC(C)(C)C | i | i
CN1OC(COC(=O)c2ccc(Cl)cc2)CC1c1ccccc1 (centres undefined) | i | i
COc1ccc(OC)c(N2C(=O)c3cccnc3C2=O)c1 | i | i
Cc1ccc(/C(N)=N/OC(=O)CN(C)S(=O)(=O)c2ccc(C)cc2)cc1 | i | i
Cc1ccc(OCCN(C)C(=O)c2cc(COc3ccc(F)cc3F)on2)cc1 | i | i
CCN(CC)S(=O)(=O)c1ccc(NC(=O)c2ccc(CN3CCOCC3)cc2)cc1 | i | i
COc1ccc(N(CC(=O)Nc2cc(C)on2)S(=O)(=O)c2ccc(Cl)cc2)cc1 | i | i
COc1ccc(C(=O)Nc2ccccc2C)cc1S(=O)(=O)N1CCOCC1 | i | i
C=CCSC1=NC(=O)/C(=C/c2cccs2)S1 | i | i
CCOC(=O)CCc1c(C)c2ccc(OCc3ccc([N+](=O)[O-])cc3)cc2oc1=O | i | i
Cc1nn(CC(=O)NCc2cccc(F)c2)c(=O)c2cccn12 | i | i
CSc1ccccc1NC(=O)c1csc(C)c1 | i | i
O=C(O)/C(=C\c1ccco1)NC(=O)c1cccc2ccccc12 | i | i
COc1ccccc1N(Cc1ccccc1)S(=O)(=O)c1cccc(C(=O)Nc2ccc(C(C)=O)cc2)c1 | i | i
COc1ccccc1CNC(=O)C(NC(=O)c1ccc(C)cc1)C(C)C (centres undefined) | i | i
O=C(COC(=O)CC1Sc2ccccc2NC1=O)NCc1ccccc1 (centres undefined) | i | i
CCN(CC(=O)Nc1c(F)cccc1F)C(=O)c1cc(S(=O)(=O)NCc2ccccc2)ccc1C | i | i
COCCN(C(=O)COC(=O)c1c(-c2ccccc2)noc1C)c1c(N)n(Cc2ccccc2)c(=O)[nH]c1=O | i | i
Cc1cc(C)nc(NS(=O)(=O)c2ccc(NC(=O)C3(c4ccccc4)CCCC3)cc2)n1 | i | i
COCc1nc2oc3ccccc3c(=O)c2cc1C(=O)OC | i | i
COc1cc(-n2cnnn2)ccc1S(=O)(=O)N1CCOCC1 | i | i
O=C(CCC(=O)N1CCCC1)N1CCCC1 | i | i
CCN1CCN(c2ncnc3c2sc(=S)n3-c2ccccc2)CC1 | i | i
CCOC(=O)N1CCC(NCCNC(=O)c2ccccc2Cl)CC1 | i | i
CC(C)Oc1ccc(C2C(C(=O)c3ccco3)=C(O)C(=O)N2Cc2cccnc2)cc1 (centres undefined) | i | i
Cc1ccc(S(=O)(=O)N2CCN(C(=O)COC(=O)C3CCC3)CC2)cc1 | i | i
Cc1[nH]c(C)c(S(=O)(=O)Nc2ccc(OC(F)(F)F)cc2)c1C(=O)N1CCCCC1 | i | i
Cc1ccc(N(CC(=O)NCCSc2ccccn2)S(=O)(=O)c2ccc(F)cc2)cc1 | i | i
Cc1nn(Cc2ccc(C(=O)NC(C)(C)C)o2)c(C)c1Br | i | i
CC(=O)c1c(C)[nH]c(C(=O)OCC(=O)Nc2ccccc2Cl)c1C | i | i

(continued)
structure | CHT PAM | CHT inh
CCN(CC)c1cc(Oc2ccccc2)ncn1 | i | i
C=CCN(c1ccc(C(=O)OC)cc1)S(=O)(=O)c1ccccc1 | i | i
O=C1C(Cc2ccccc2)NC(=S)N1Cc1ccccc1 (centres undefined) | i | i
CC(C)c1nc2cc(Cl)ccc2n(Cc2ccccc2)c1=O | i | i
CCN(CC)c1ccc(/C=N/NC(=O)c2cccc(S(=O)(=O)Nc3ccccc3OC)c2)cc1 | i | i
O=C(Nc1ccccc1O)c1cccc(S(=O)(=O)Nc2ccccc2O)c1 | i | i
Cc1occc1C(=O)NNC(=O)c1ccccc1F | i | i
Cc1ccc2c(c1)C(C)(C)[C@]1(C)NC(=O)CCN21 | i | i
Brc1ccc2cccnc2c1 | i | i
O=C(N/N=C\c1c(F)c(F)c(F)c(F)c1F)c1ccc(-c2ccccc2)cc1 | i | i
Cc1c(NC(=O)Cc2cccs2)cccc1[N+](=O)[O-] | i | i
CC(C)c1ccc(NC(=S)N2CCN(Cc3ccccc3)CC2)cc1 | i | i
COc1ccc(NC(=O)CN(C)C(=O)c2ccc(N3CCCCCC3)c([N+](=O)[O-])c2)cc1 | i | i
CC(=O)N1CCc2cc(S(=O)(=O)NC(C(=O)Nc3nc(C)cs3)C(C)C)ccc21 (centres undefined) | i | i
Cc1cccc(NC(=O)COC(=O)c2cccc3c2C(=O)c2ccccc2C3=O)c1C | i | i
CCNC(=S)N1CCc2cc(OC)c(OC)cc2C1COc1ccc(F)cc1 (centres undefined) | i | i
Cc1ccc(-c2cc(C(=O)Nc3cccnc3)c3ccccc3n2)o1 | i | i
CCCN1CCN(C(=O)c2cc3c(s2)-c2ccccc2OC3)CC1 | i | i
CCN1CCN(c2c(Cl)cccc2NC(=O)c2ccc3nsnc3c2)CC1 | i | i
O=CN1CCN(c2ncnc3c2nnn3Cc2c(F)cccc2Cl)CC1 | i | i
COc1ccc(CNc2cccc3[nH]c(C(F)(F)F)nc23)cc1OC | i | i
CCNC(=S)NNC(=O)c1cccn(Cc2ccc(Cl)cc2Cl)c1=O | i | i
COc1cc(C(=O)Nc2cc(-c3ccccc3)[nH]n2)cc(OC)c1OC | i | i
O=C(C[n+]1cccc(CNC(=O)c2ccc(OC(F)F)cc2)c1)Nc1cccc(C(F)(F)F)c1 | i | i
Cc1cc2oc(C(=O)Nc3c(C)n(C)n(-c4ccccc4)c3=O)c(C)c2cc1C | i | i
N=C1/C(=C/c2ccc(Br)o2)C(=O)N=C2SC(CC(=O)N3CCCC3)=NN12 | i | i
Cc1ccc(-n2nnnc2SCC(=O)c2c(N)n(CC(C)C)c(=O)n(C)c2=O)cc1 | i | i
CCCc1cc(=S)n2c([nH]c3ccccc32)c1C#N | i | i
Cc1ncc(CN=Cc2ccc(Cl)cc2)c(N)n1 | i | i
CCC1(C)Cc2c(sc3nc(SCC(=O)O)[nH]c(=O)c23)CO1 (centres undefined) | i | i
CSCC[C@H](NC(=O)c1cccnc1)c1nnc2ccccn12 | i | i
CCN1CCN(Cc2ccc(NC(=O)c3cc(NC(=O)c4cncc(-c5ccc(C#N)cc5)c4)cc(OC)c3)cc2C(F)(F)F)CC1 | i | i
COc1cc(OC)cc(C(=O)N[C@H](C(=O)N2CCc3ccccc32)C(C)C)c1 | i | i
Cc1ccc(C)c(N2CCN(C(=O)C3CCN(c4nnc(N5CCCC5=O)s4)CC3)CC2)c1 | i | i
COC(=O)CCC(=O)Nc1sc(Cc2ccccc2)c(C)c1C(N)=O | i | i
Nc1ccc2oc3ccc(N)cc3c(=O)c2c1 | i | i
CCN(CC)CCNCc1cc(Cl)c(OCC(=O)Nc2ccccc2)c(OC)c1 | i | i
CNC(=O)c1ccc(-c2ccccc2)s1 | i | i
CN(CCN(C)C(C)(C)C)C(=O)C(c1ccccc1)c1ccccc1 | i | i
CCOC(=O)c1cc(-c2cccc([N+](=O)[O-])c2)nc2[nH]c(=O)[nH]c(=O)c12 | i | i
Cc1nc(Oc2ccc(S(=O)(=O)N3CCOCC3)cc2Cl)c2c3c(sc2n1)CCCC3 | i | i
COc1ccc(-n2c(C)csc2=S)cc1 | i | i
CCCNC(=O)Nc1nnc(C2CC2)s1 | i | i
O=C(CN1C(=O)C2CCCCN2C(=O)c2ccccc21)Nc1ccc(F)cc1 (centres undefined) | i | i
CCOc1ccccc1NC(=O)NNS(=O)(=O)c1cc(OC)ccc1OC | i | i
C(=N\n1cnnc1)/c1ccccn1 | i | i
Cc1ccc(C(=O)N(C)CC(=O)Nc2ccc(F)c(F)c2F)o1 | i | i
CCCCNC(=O)C12CCC(C)(C(=O)C1Br)C2(C)C (centres undefined) | i | i
O=C(Cc1ccc(Cl)cc1)c1c[nH]c(C(=O)NCc2cccnc2)c1 | i | i
OCCN(CCO)Cc1ccc(Br)cc1 | i | i
O=C(/C=C/c1ccccc1)c1ccc2c3c(cccc13)CC2 | i | i
CCn1c(=O)cc(OCC(=O)Nc2ccc3c(c2)OCCO3)c2ccccc21 | i | i
CC(=O)c1cccc(NC(=O)C2(c3ccccc3)CC2(Cl)Cl)c1 (centres undefined) | i | i
C=CCn1cc(C(=O)NCCOC)c(=O)c2cc(S(=O)(=O)N3CCCCCC3)ccc21 | i | i
Fc1ccc(CNCc2ccco2)cc1 | i | i
Cc1ccc(N2CC(C(=O)Nc3c(C)n(C)n(-c4ccccc4)c3=O)CC2=O)cc1 (centres undefined) | i | i
O=C(NC(=S)Nc1ccccc1[N+](=O)[O-])c1ccco1 | i | i
Cn1c(=O)cc(SCC(=O)N2CCCC2)c2ccc(Cl)cc21 | i | i
N/C(=N\OC(=O)CCC1CCCCC1)c1cccnc1 | i | i
O=c1c2cc3c(=O)n(CC4CCCO4)c(=O)c3cc2c(=O)n1CC1CCCO1 (centres undefined) | i | i

Exported with two lines to a compound: 5 of the compounds above
The line under a structure holds: CHT PAM | CHT inh
- O=C(O)/C(=C\c1ccco1)NC(=O)c1cccc2ccccc12
 : i | i
- Cc1ccc(OCCN(C)C(=O)c2cc(COc3ccc(F)cc3F)on2)cc1
 : i | i
- CC(=O)N1CCc2cc(S(=O)(=O)NC(C(=O)Nc3nc(C)cs3)C(C)C)ccc21 (centres undefined)
 : i | i
- O=C(NCCc1ccccc1)C1CCCN1C(=O)Nc1cccc(Cl)c1 (centres undefined)
 : i | i
- CCOC(=O)CCc1c(C)c2ccc(OCc3ccc([N+](=O)[O-])cc3)cc2oc1=O
 : i | i

New compounds follow:
structure | CHT PAM | CHT inh
COC(=O)c1cccnc1-n1c(=O)c2cccnc2n(Cc2ccc([N+](=O)[O-])cc2)c1=O | i | i
Cc1c(CCC(=O)N[C@@H](CCCNC(N)=O)C(=O)O)c(=O)oc2cc3oc4c(c3cc12)CCCC4 | i | i
COc1ccc(Cl)cc1NC(=O)COC(=O)c1cc(NS(=O)(=O)c2cccs2)ccc1O | i | i
O=[N+]([O-])c1ccc(N/N=C/c2cccnc2)cc1 | i | i
Oc1cc2ccccc2cc1-c1n[nH]c(=S)o1 | i | i
Cc1ccc(-n2c(C)cc(/C=N/NC(=O)Cn3c4ccccc4c(=O)c4ccccc43)c2C)cc1 | i | i
CN1CCN(CCNC(=O)Nc2ccccc2[N+](=O)[O-])CC1 | i | i
CCn1cc([N+](=O)[O-])c(C(=O)Nc2ccn(Cc3ccccc3F)n2)n1 | i | i
O=C(NCCOc1ccc(F)cc1)C1CCC(=O)N(CCCN2CCOCC2)C1 (centres undefined) | i | i
COc1cc(S(=O)(=O)NCc2ccncc2)ccc1Br | i | i
CCC(=O)n1nc(-c2cccnc2)nc1NCc1ccc(F)cc1 | i | i
O=C(NC1CCCCC1)c1ccc(-c2ccc(Cl)cc2)o1 | i | i

Assay outcomes deposited in PubChem BioAssay by Johns Hopkins Ion Channel Center.

This is a random part of the collection; 1.5% or so of the library scored in one or more.
